# Screens from PubChem.
# hcGAS inh: human cGAS inhibition; Q8N884; recombinant h-cGAS, ATP depletion, Kinase-Glo luminescence; inhibition, % at 12.5 µM; hit rate 0.081% among 290,000;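 also: 0% = vehicle reaction and 100% = reaction without DNA for no activity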
# Target sequence (Q8N884 whole entry, looked up): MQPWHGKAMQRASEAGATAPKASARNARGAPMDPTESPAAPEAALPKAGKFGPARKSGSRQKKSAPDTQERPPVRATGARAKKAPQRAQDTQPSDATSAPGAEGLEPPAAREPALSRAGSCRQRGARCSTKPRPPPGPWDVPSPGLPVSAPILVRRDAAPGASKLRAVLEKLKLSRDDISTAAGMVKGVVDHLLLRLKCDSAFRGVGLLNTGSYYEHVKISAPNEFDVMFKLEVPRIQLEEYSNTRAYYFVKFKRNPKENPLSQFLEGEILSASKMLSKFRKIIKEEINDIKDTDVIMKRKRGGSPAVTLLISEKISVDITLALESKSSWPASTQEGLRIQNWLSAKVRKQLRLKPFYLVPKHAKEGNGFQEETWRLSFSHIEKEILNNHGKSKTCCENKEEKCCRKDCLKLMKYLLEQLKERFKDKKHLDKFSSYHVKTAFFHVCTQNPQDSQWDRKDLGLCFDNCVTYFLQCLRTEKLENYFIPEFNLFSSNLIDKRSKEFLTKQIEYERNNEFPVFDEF
# NPYLR7 ag: activates Aedes aegypti NPYLR7 receptor | activation, % at 10 µM | HEK293T NPYLR7/Galpha15, GCaMP6s calcium fluorescence | hit rate 0.15% among 270,000; in the data active = activation above about 40%;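 also: 0% = vehicle and 100% = reference agonist at the receptor; some compounds past the cut are filed as inactive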
# mcGAS inh: blocks mouse cGAS activity | Q8C6L5 | recombinant cGAS, Kinase-Glo ATP depletion luminescence | inhibition, % at 12.5 µM | hit rate 0.15% among 160,000 | AID 1259399;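 also: 0% = negative control wells and 100% = reference inhibitor with no enzyme activity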
# * hit, by the source's call; . = not tested or not shown; & = joins results of further samples. Rule as the data show it, unless noted: active = inhibition above about 40%; inactive = the rest.
cpd	canonical_smiles	hcGAS inh	NPYLR7 ag	mcGAS inh
1	CCN(CC)C(=O)Cn1cc(C(=O)N(C)Cc2cnc3ccccn23)nn1	-3.8	3.6	-10.9
2	Cc1nc(SCC(=O)Nc2ccccc2F)c2c3c(sc2n1)CCC3	-4.3	-2.2	-4.8
3	COc1cccc2cc(C(=O)N(CCn3cccn3)c3nc4c(F)cccc4s3)oc12	0.7	-18.0	-4.5
4	CCOC(=O)c1c(NC(=O)c2cccs2)sc(C(=O)Nc2cccc(Cl)c2)c1C	1.3	1.5	1.1
5	CC1=Cc2nc3ccccc3n2C2(C(F)(F)F)OC(c3cccnc3)=NN12 (configuration not stated)	-9.7	-7.2	.
6	Cc1ccc(-n2nnc(-c3nc(C)c(C(=O)N4CCN(Cc5ccccc5)CC4)s3)c2C)cc1	-1.8	18.5	-3.9
7	COCC(=O)Nc1cccc(-c2ccc3nnc(C)n3n2)c1	-6.0	-12.2	-6.4
8	CCc1nc2c(OCc3ccccc3OC)cccn2c1N(C)C(=O)C(C)C	0.5	-18.5	0.6
9	CCn1c(=O)c2c(nc3n2CCCN3c2ccc(Cl)cc2)n(C)c1=O	-0.8	-1.0	.
10	Cc1ccc2cc(CN(CCO)CCO)c(=O)[nH]c2c1	-2.9	0.4	.
11	Cc1nc(N)ncc1C(=O)N(C)CCN(C)C1CCCC1	-3.4	5.2	.
12	COc1ccc(-c2cc(C(=O)N3CCCC3)n3nc(C(C)(C)C)cc3n2)cc1	-9.3&-3.2	-1.9&11.8	-8.6&-5.9
13	CC(C)c1cc(=O)n2c(n1)SCC2CC(=O)Nc1cccc(Cl)c1Cl (configuration not stated)	-0.1	-0.4	.
14	O=C1CN(S(=O)(=O)c2ccc3ccccc3c2)CC2c3cccc(F)c3CCN12 (configuration not stated)	-7.6	1.7	-7.3
15	Cn1nnnc1SCC(O)c1ccc(Br)cc1 (configuration not stated)	-7.6	17.1	.
16	Cc1nc2scc(C)n2c(=O)c1NC(=O)c1cccs1	-6.0	8.9	-6.0
17	COc1cccc(F)c1C(C)NC(=O)N1CCC(n2ccnc2)CC1 (configuration not stated)	-6.4	1.2	.
18	COc1cccc([C@@H]2CCN(Cc3ccc(S(C)(=O)=O)cc3)C[C@H]2O)c1	-4.5	1.9	-14.4
19	Cc1ccc2[nH]c(O)c(N=NC(=O)c3ccccc3)c2c1Br	-3.0	-3.5	-7.4
20	Cc1cccc(Cn2cc(-c3cc(C(=O)N(C)C)c4ccccc4n3)cn2)c1	-6.7	.	-8.9
21	O=c1cc(CN2CCCC(O)(CO)C2)[nH]c2c(F)cccc12 (configuration not stated)	4.7	-3.0	-5.6
22	COc1ccc(CCNC(=O)CC(c2ccc(F)cc2F)c2c[nH]c3ccccc23)cc1OC (configuration not stated)	4.0	.	3.0
23	O[C@@H]1C[C@H]2CN(c3nnnn3-c3ccc(Oc4ccccc4)cc3)C[C@H]2C[C@@H]1O	4.7	-1.3	.
24	Cc1cccc(-n2nc(C)nc2C2CC(=O)OC23CCCCC3)c1 (configuration not stated)	1.2	15.0	.
25	Clc1nn2cnnc2c2ccccc12	-3.5	0.9	-2.5
26	COc1cccc(CSc2nc(-c3cccs3)cc(-c3ccccc3)c2C#N)c1	-0.9	-1.8	-7.9
27	CN1CCN(N=Cc2c3ccccc3c(Cl)c3ccccc23)CC1	10.1	8.8	1.7
28	CCOc1ccc(NC(=O)C(=O)NCC(c2cccn2C)N2CCCC2)cc1 (configuration not stated)	7.9	-5.1	.
29	COCc1cc(N2CCCC(C(=O)c3ccc(Cl)cc3C)C2)ncn1 (configuration not stated)	-3.7	-0.7	-12.2
30	O=C(O)c1ccc(CSc2nnc(-c3ccco3)n2-c2ccc(F)cc2)cc1	0.5	-4.0	-3.8

# Down the list, as entered above:
# NPYLR7 ag, entries 24 to 29, in order: 15.0, 0.9, -1.8, 8.8, -5.1, -0.7

# The list continues:
cpd	canonical_smiles	hcGAS inh	NPYLR7 ag	mcGAS inh
31	COc1ccc2ccc(OCc3nc(C(=O)N(C)Cc4cnn(C)c4)co3)cc2c1	-6.5	2.5	.
32	COCCNC(=O)c1cc(C(C)C)n(-c2nc3ccccc3s2)n1	-8.9	1.2	-5.5
33	CC(C(=O)Nc1ccc2ccccc2c1)N1CCCC(C(=O)N(C)C)C1 (configuration not stated)	-1.0	-22.2	.
34	O=C(CCC1CCN(C(=O)c2cc3ccccc3o2)CC1)NCC1CCCO1 (configuration not stated)	-7.6	11.0	.
35	O=C(NC(C(=O)N1CCCCC1)C1CCN(C(=O)c2ccco2)CC1)C1CCCC1 (configuration not stated)	-3.1	-0.6	-5.3
36	CCCOc1ccc(C2NC(=O)NC(C)=C2C(=O)OC2CCC(C)CC2)cc1 (configuration not stated)	-2.1	17.2	-4.0
37	CCOc1ccc(NC(=O)CSc2nnc(CNC(=O)c3cccc([N+](=O)[O-])c3C)n2-c2cccc(C)c2)cc1	-5.9	-5.3	.
38	Cc1ccc(-n2c(CNC(=O)NC(C)(C)C)nnc2SCc2ccccc2)cc1	-8.0	-6.8	-5.1
39	CCc1cnc(C)nc1NCCSc1nnc(C)n1CC	-3.4	12.8	.
40	O=[N+]([O-])c1cccc2nc(C=Cc3cc(Br)cs3)ccc12	-2.5	6.2	.
41	Cc1ccc(C2(c3noc(CN(C)Cc4ccc5ccccc5n4)n3)CCCC2)cc1	9.6&-1.9	4.9&32.2	-2.3
42	CC(=O)OCc1c(C)cc(C)c(CNCc2cnc(C)cn2)c1C	-10.7	0.0	.
43	CCOC(=O)C1C(=O)C=C(c2ccc(C)cc2)CC1c1cc(OC)ccc1OC (configuration not stated)	-9.1	8.0	-6.2
44	COc1cccc(CN(Cc2ccc3c(c2)OCO3)CC(O)COCc2ccco2)c1OC (configuration not stated)	0.6	0.0	-6.7
45	CC(C)N1CCCc2c(NC(=O)c3ccc(F)cc3)cccc21	-18.4&-7.1	0.9&9.7	-14.3

# Among those listed so far, these contain a Cl atom:
cpd	canonical_smiles	hcGAS inh	NPYLR7 ag	mcGAS inh
4	CCOC(=O)c1c(NC(=O)c2cccs2)sc(C(=O)Nc2cccc(Cl)c2)c1C	1.3	1.5	1.1
9	CCn1c(=O)c2c(nc3n2CCCN3c2ccc(Cl)cc2)n(C)c1=O	-0.8	-1.0	.
13	CC(C)c1cc(=O)n2c(n1)SCC2CC(=O)Nc1cccc(Cl)c1Cl (configuration not stated)	-0.1	-0.4	.
25	Clc1nn2cnnc2c2ccccc12	-3.5	0.9	-2.5
27	CN1CCN(N=Cc2c3ccccc3c(Cl)c3ccccc23)CC1	10.1	8.8	1.7
29	COCc1cc(N2CCCC(C(=O)c3ccc(Cl)cc3C)C2)ncn1 (configuration not stated)	-3.7	-0.7	-12.2

# Going on with the list.
cpd	canonical_smiles	hcGAS inh	NPYLR7 ag	mcGAS inh
46	O=C(NC1CC1)C(Sc1ncccc1Cl)c1ccccc1 (configuration not stated)	8.7	-3.1	.
47	COc1ccc(NCCn2c(C)cn3c4c(=O)n(C)c(=O)n(C)c4nc23)c(OC)c1	-4.8	4.0	.
48	O=C(CN1C(=O)SC(=Cc2ccc(N3CCCCCC3)o2)C1=O)N1CCCCCC1	-2.9	44.8*	.
49	COc1ccc2oc(C(=O)Nc3cc(NC(C)=O)ccc3OC)c(C)c2c1	2.0	-6.6	.
50	COCc1cc(C)nc(N/N=C\c2ccc(OCc3cccc4ccccc34)c(OC)c2)c1C#N	1.2	-1.5	2.9
51	NS(=O)(=O)c1ccc(CCNC(=O)Cc2cc(-c3cc4ccccc4o3)on2)cc1	-4.3	0.3	-4.8
52	COc1ccc(Cl)cc1CC1(C)C(=O)Nc2c(Cl)ccc(Cl)c21 (configuration not stated)	1.4	-2.6	.
53	CCN(C(=O)c1cccc2ccnn12)[C@H]1COC[C@@H]1O	-3.9	5.6	-14.6
54	COc1ccc(OC)c(-c2nc3c(OCc4ccccc4)cccn3c2NC2CCCCC2)c1	-4.4	.	-9.9
55	O=C(NCCN1CCC(Cc2ccccc2)CC1)C1(CCO)CC12CCOCC2 (configuration not stated)	-14.5	.	-5.9
56	Cc1cc(CN(C)c2ccc(C(=O)NCCC3CCCCN3C)cn2)on1 (configuration not stated)	-7.6	8.7	.
57	COC(=O)C1CCCCN1Cc1nc(-c2ccccc2C)oc1C (configuration not stated)	-4.8	-3.0	.
58	CCOC(=O)c1c(NC(=O)C2CCCC2)c(-c2cccc(F)c2)cn1Cc1ccccc1	-2.2	2.9	-4.5
59	Cc1ccc2nc(Cc3cccc(NC(=O)c4ccc(Cl)c(Cl)c4)c3)oc2c1	-9.8	15.7	-11.4
60	Cc1nc(C)c(C(C)N(C)C(=O)C(=O)Nc2ccc(C#N)cc2)s1 (configuration not stated)	8.9	-11.3	.
61	CCCC(O)CN(CCCOC)Cc1ccc(OC)c(OC)c1 (configuration not stated)	-3.9	28.3	-5.6
62	COc1ccc(-c2[nH]ncc2CN2CCN(C)C(C(=O)O)C2)cc1OC (configuration not stated)	-2.8	1.4	-11.9
63	Cc1nn(C)cc1-c1ccnc(NCc2nc(C)c3c(n2)CCCC3)n1	-0.2	-5.7	.
64	Cc1ccsc1-c1nc(CN(C)Cc2nc(C(C)C)no2)c(C)o1	-9.1	-3.7	-13.0
65	CCN(C(=O)C1CC1c1ccc(F)cc1)c1ncc(C(=O)OC)s1 (configuration not stated)	-1.9	-0.7	-11.4
66	CCCCCCOC(=O)C1=C(C)NC(=O)NC1c1cc2c(cc1Br)OCO2 (configuration not stated)	-1.1	-8.2	-5.6
67	Cc1cc(C)cc(-c2nnc(SCc3cc4c(cc3Br)OCO4)o2)c1	-1.3	-1.8	-4.6
68	Cc1c(NC(=O)C=Cc2cc(Cl)c3c(c2)OCO3)c(=O)n(-c2ccccc2)n1C	-0.5	3.6	-6.8
69	CCOC1=NN(c2ccc([N+](=O)[O-])cc2)C(=O)/C1=C\c1ccc(C)o1	-6.5	2.4	-9.1
70	Cc1cc2c(cc(C(=O)O)n2Cc2cccc([N+](=O)[O-])c2)s1	-2.9	11.9	.
71	CCCCCCC(=O)N1CCN(c2nc(-c3cccc(C(F)(F)F)c3)nc(C)c2Cc2ccccc2)CC1	-5.5	16.2	-5.7
72	Cc1cc2cc(CNS(C)(=O)=O)ccc2n1C	5.7	-3.1	.
73	C=CCN(CC(=O)N(Cc1ccc2c(c1)OCO2)Cc1cccs1)C(=O)C(c1ccccc1)c1ccccc1	-0.3	.	-3.7
74	CC(=O)NCCC(=O)N1CCCC(CCc2cccc(F)c2)C1 (configuration not stated)	-10.2	11.9	.
75	CCc1nnsc1C(=O)N[C@H]1[C@@H](COC)[C@H]2OCC[C@@H]12	9.2	.	0.7
76	O=C(Nc1ccc(C(F)(F)F)cc1)N1CCSC1c1cccc(OCc2ccccc2)c1 (configuration not stated)	-11.3	-6.9	-5.1
77	O=C(O)c1ccc(N2C(=O)CC(N3CCN(c4ccccc4Cl)CC3)C2=O)cc1 (configuration not stated)	-1.6	3.1	-7.2
78	CC(C)C(NC(=O)N1CCN(c2ccc(C(F)(F)F)cc2[N+](=O)[O-])CC1)c1ccccc1 (configuration not stated)	-4.9	0.4	-5.6
79	COc1ccc(-c2cc(C(=O)NCc3ccc4c(c3)OCO4)n(-c3cccc(Cl)c3)n2)c(OC)c1	-2.8	12.4	-5.1
80	CCC(=O)N(C1CCOCC1)C1CCN(Cc2ccc(C)o2)CC1	-0.4	.	-0.3
81	COc1ccc(C(=O)N(Cc2csc(COc3ccccc3OC)n2)C(C)C)cc1	-3.2	12.6	-4.8
82	Cc1cc(C(=O)N2CCCC2)ccc1NCc1nccc(N)n1	-4.7	-1.9	.
83	CCCCCCc1ccc(C(=O)N2CCCC2c2nnc3c(C(F)(F)F)cccn23)cc1 (configuration not stated)	-6.7	-4.5	-4.6
84	COc1ccc(-c2ccc3nnc(SCC(N)=O)n3n2)cc1	-0.5	-11.3	-5.6
85	Cc1c(C(=O)NCCC#N)sc(=O)n1Cc1ccccc1C(F)(F)F	-5.7	11.4	.
86	O=C1NCCN1c1cccc(C(=O)N2CCCC2Cc2cccc(F)c2)c1 (configuration not stated)	-7.6	3.4	.
87	C=CCN(Cc1ccc(C)s1)C(=O)c1ccc(S(C)(=O)=O)cc1	-8.2	-3.7	-9.5
88	C=CCNC(=O)c1c(C(F)(F)F)nn(C2CCCN(C)C2)c1C (configuration not stated)	-4.4	5.7	.
89	COc1ccc(S(=O)(=O)Oc2ccccc2CN(Cc2ccco2)C(=O)c2ccccc2F)cc1	-3.5	1.0	-6.0
90	Cc1nc([C@@H]2CN(C(=O)CN3CCCCCC3)C[C@H]2C(N)=O)n[nH]1	-9.2	.	-8.9
91	O=C(c1ccccc1Oc1ccccc1)N1CCc2c(nc[nH]c2=O)C1	-3.9	6.7	.
92	CC(C)(CN1CCN(C(c2ccccc2)c2ccccc2)CC1)NS(=O)(=O)c1ccccc1	-4.8	-1.0	.
93	CC(=O)Oc1ccc(/C=C2\N=C(c3ccc(C)c(C)c3)OC2=O)cc1OC(C)=O	-2.4	1.5	.
94	CCCCCCCCCC(=O)Oc1ccccc1-c1nc2cc(C)ccn2c1NC(C)(C)CC(C)(C)C	0.2	9.5	-3.3
95	Cc1cccc(-n2cc(CN(C)C(=O)c3ccc(-n4cnnc4)cc3)cn2)c1	-0.2	2.3	-10.2
96	CONC(=O)c1cc(-c2ccccc2OC)n[nH]1	-2.9	7.8	.
97	c1ccc(-c2cc(-c3nc(-c4ccccn4)no3)c3ccccc3n2)cc1	-5.7	-0.3	.
98	CCC(C)Oc1ccccc1CN (configuration not stated)	-0.8	24.3	.
99	Cc1ccc(NS(=O)(=O)c2ccc(Cl)cc2F)c(Cl)c1	-3.8	4.1	-4.4
100	CCCNC(=O)c1ccc(N2CCC(c3nn(C)c(=O)n3CC)CC2)nc1	-4.0	7.6	-18.5
